# Screens deposited in PubChem by several laboratories.
# APP 5'UTR act – activates APP 5'UTR luciferase reporter. activation, % at 2 µM. AID 1276. SH-SY5Y APP 5'UTR luciferase reporter, luminescence; zero percent = DMSO vehicle wells. hit rate 1% among 190,000;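 active means activation above a set limit, based on mean plus 3 SD of controls, cut at about 140% in these data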; further: values of inactives mirror those of a sister screen read the other way
# NF-kB neuron act – compounds increasing NF-kB expression in human neuronal cells; NF-kB reporter expression; active compounds read high; fold change at 12.5 µM; hit rate 1.6% among 190,000; in the data active means fold change above about 3.3
# bIAP activator – intestinal alkaline phosphatase (bovine) activation. purified bovine IAP, CDP-star luminescence, 30 min; active compounds read high; fold of DMSO-control signal, blank-subtracted. activation factor at 20 µM. hit rate 0.17% among 200,000. AID 1016;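 active means activation factor of 2 or more at 20 µM, a signal rise over negative controls twice the positive control's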
# PMI activator – phosphomannose isomerase (human) activation. P34949. purified human PMI, coupled resazurin fluorescence, 20 min; active compounds read high; 1 = vehicle control, 0 substrate-free wells. activation factor at 20 µM. hit rate 0.005% among 190,000;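 active means activation factor of 2 or more at 20 µM, relative to plate controls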
# PMI act satM6P – PMI (human) activation, high substrate | P34949 | coupled PMI enzyme assay, resazurin fluorescence, 20 min; active compounds read high; 1 = untreated enzyme, 0 = substrate-free blank | activation factor at 20 µM | hit rate 0.34% among 190,000;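 active means activation factor of 2 or more at 20 µM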
#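 Test system: human phosphomannose isomerase with PGI, G6PDH, diaphorase coupling enzymes; amount: 15 ng/mL PMI; incubation: enzyme reaction with compound 20 min at room temperature; technique: resorufin fluorescence (Ex 544/Em 590 nm) from resazurin via diaphorase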
# TNAP inh hiacc – blocks human TNAP under high phosphate acceptor concentration | hit rate 0.03% among 200,000 | inhibition, % at 20 µM | purified TNAP, CDP-star luminescence, 1 M DEA | P05186;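 active means over 50% inhibition of tissue-nonspecific alkaline phosphatase at 20 µM in the single-dose screen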;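 further: plate controls were DMSO wells for no effect and EDTA-quenched wells as full inhibition for full effect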
# Target sequence (P05186 whole entry, looked up): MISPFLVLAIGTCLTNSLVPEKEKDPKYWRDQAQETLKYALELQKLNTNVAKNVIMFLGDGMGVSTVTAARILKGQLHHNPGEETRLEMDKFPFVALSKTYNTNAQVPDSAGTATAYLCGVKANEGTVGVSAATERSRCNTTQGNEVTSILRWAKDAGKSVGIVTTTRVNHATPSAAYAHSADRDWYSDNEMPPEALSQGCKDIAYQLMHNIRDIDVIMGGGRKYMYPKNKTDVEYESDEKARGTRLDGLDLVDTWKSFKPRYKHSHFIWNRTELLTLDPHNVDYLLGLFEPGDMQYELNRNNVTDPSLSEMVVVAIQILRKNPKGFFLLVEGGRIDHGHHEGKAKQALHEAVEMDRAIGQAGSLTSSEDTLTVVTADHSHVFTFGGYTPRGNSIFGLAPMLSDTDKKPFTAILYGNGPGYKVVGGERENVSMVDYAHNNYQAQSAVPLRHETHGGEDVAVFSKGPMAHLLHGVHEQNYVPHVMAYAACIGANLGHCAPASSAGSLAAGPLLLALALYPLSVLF
# TNAP inh no acc – blocks human TNAP activity with no phosphate acceptor present. P05186. purified TNAP, CDP-star luminescence, 30 min. inhibition, % at 20 µM. hit rate 0.26% among 200,000;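 active means tissue-nonspecific alkaline phosphatase inhibition above about 50% at 20 µM in the single-dose screen, limit read from the data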;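 further: 0% = DMSO negative control and 100% = EDTA positive control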
# FLuc inh counter – counter-screen for luciferase assay inhibitors: firefly luciferase inhibition | P08659 | ATPLite firefly luciferase biochemical luminescence, 10 min | inhibition, % at 10 µM | hit rate 1.5% among 200,000 | AID 1006;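 active means inhibition above about 50% when tested at 10 µM, limit read from the data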
# Target sequence (P08659 whole entry, looked up): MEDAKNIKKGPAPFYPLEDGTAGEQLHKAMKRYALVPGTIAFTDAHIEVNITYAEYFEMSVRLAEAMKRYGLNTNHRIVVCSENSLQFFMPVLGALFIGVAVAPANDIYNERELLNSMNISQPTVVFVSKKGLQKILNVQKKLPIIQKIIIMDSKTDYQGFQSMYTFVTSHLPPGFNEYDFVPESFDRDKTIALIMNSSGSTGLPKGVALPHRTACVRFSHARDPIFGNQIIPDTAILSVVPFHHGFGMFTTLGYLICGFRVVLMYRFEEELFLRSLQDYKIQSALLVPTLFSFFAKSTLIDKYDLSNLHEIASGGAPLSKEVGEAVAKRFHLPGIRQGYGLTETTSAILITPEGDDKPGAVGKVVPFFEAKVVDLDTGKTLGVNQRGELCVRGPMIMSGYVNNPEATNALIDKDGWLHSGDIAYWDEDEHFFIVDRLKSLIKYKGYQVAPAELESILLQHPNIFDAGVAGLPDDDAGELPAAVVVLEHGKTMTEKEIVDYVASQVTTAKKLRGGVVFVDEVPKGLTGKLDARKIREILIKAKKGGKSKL
# FLuc act counter – firefly luciferase counter-screen for stimulation assays. P08659. ATPlite luciferase biochemical, luminescence, 10 min; 0 = ATP-free wells, 1 = DMSO control. activation factor at 10 µM. 200,000 tested, under 10 active. AID 1027;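 active means luciferase activation factor, scaled between plate controls, of at least 2 with compound at 10 µM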
#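 System: cell-free luciferase reagent; medium: PBS as buffer for the ATP substrate; doses: test compounds dosed from 2 mM stocks in 100% DMSO; incubation: 10 min, room temperature; measured by: luminescence from luciferase reaction; read-out: luciferase activation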
# TNAP act hi DEA – TNAP (human) activation, high acceptor; activation factor at 20 µM; AID 1136; 200,000 tested, under 10 active; purified TNAP, CDP-star luminescence, 1 M DEA, 30 min; active compounds read high; 0 = EDTA background, 1 = DMSO-only activity; P05186;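 active means activation factor at least 2 at 20 µM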
#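 system = human TNAP | amount = enzyme diluted 1/800 final | reagent = 100 µM CDP-star substrate | signal = luminescent substrate turnover signal | dosing = one dose, 20 µM | benchmarks = EDTA negative control, DMSO positive control | measure = activation factor | timing = 30 min reaction, room temperature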
# The depositor's hits bear a star; . = no result given.
SMILES,APP 5'UTR act,NF-kB neuron act,bIAP activator,PMI activator,PMI act satM6P,TNAP inh hiacc,TNAP inh no acc,FLuc inh counter,FLuc act counter,TNAP act hi DEA
CCCCn1c(=O)c(C=Nc2cccnc2Cl)c(O)n(CCCCl)c1=O,1,1.1,0.9,1.2,1,3,1,-1,1,1
Cc1ccccc1-n1c(O)c(/C=C2/C(c3ccccc3)=Nc3ccccc32)c(=O)[nH]c1=O,-62,0.97,1,1,1,10,-42,-2,1,0.9
CC(=O)Nc1ccc(OC(=O)N2CCCCC2)cc1,2,0.98,1,1,1,0,-8,-4,1,1
CCN1CCN(Cc2cc(Br)cc(Br)c2O)CC1,-8,1.1,1.1,1,1.1,-6,-8,-4,1,1.1
CC(=O)CC(=O)C1C(=O)N(C)C(=O)N(C)C1=O,-1,1.3,1,1.3,1.2,-5,-6,-13,1.1,1
Cc1ccc(C)c(CN2CCC(n3nnc4cc(F)ccc43)CC2)c1,-6,1,1,1,1.1,-5,5,0,1,1.1
O=P(CN1CCN(c2ccccc2)CC1)(N1CCCCC1)N1CCCCC1,8,0.98,1,0.9,0.9,-6,-10,-6,1.1,1.1
Cc1cccnc1NC1=NCC(C)S1 (stereo not given),-3,0.96,0.9,1,1,-5,-5,-9,1.1,1
COC(=O)CCCNC(=O)CN1CC(c2ccccc2)CC1=O (stereo not given),10,1.2,0.9,1,1,1,-8,1,1,1
CCOc1cc(C=C2C(=O)NC(=O)NC2=O)ccc1OS(=O)(=O)c1ccccc1,9,1.1,0.8,1,1,-4,-19,-6,1.1,1
CCOC(=O)C1CCN(/C=C2\C(=O)NC(=S)N(CC)C2=O)CC1,13,0.97,1.2,1,1,-4,0,-3,1,1
CN(C)CP(=O)(Nc1ccccc1)N(C)C (stereo not given),-2,1.1,0.8,1.1,1,-5,-10,-8,1.1,1
Cc1ccc(CN(Cc2ccccc2)C(=S)NCC(=O)N2CCC3(CC2)OCCO3)o1,7,1.4,1.1,1,0.9,-3,3,-11,1.1,1
CSCCC(N=Cc1c(O)n(-c2ccc(F)cc2)c(=O)[nH]c1=O)C(=O)OC(C)(C)C (stereo not given),7,1,1,0.9,0.9,0,17,-7,1.1,1
CC/C(=N\N1CCN(C)CC1)c1c(O)[nH]c(=O)[nH]c1=O,8,0.96,0.7,0.9,1,-6,-16,-3,1,1.1
CC(C)OP(=O)(O)NC(=O)c1ccccc1,23,1.1,1,1.4,1.2,3,18,7,0.9,1
COc1ccc(C2NCc3ccc4c(c3-n3cccc32)OCO4)cc1OC (stereo not given),-10,0.88,0.9,1.1,1.1,-6,1,-12,1.1,1.1
COc1ccc(C2=NCC(=O)N(CC(=O)NCc3ccco3)c3sc4c(c32)CCCC4)cc1,8,1.1,1,1,1,-5,-16,-6,1.1,1
O=C(c1ccc2c(c1)ncn2C1CCCCC1)N1CCC2(CC1)OCCO2,13,1.1,1,1,0.9,2,0,-2,1,1
Oc1c(Cl)cc(Cl)cc1CN1CCN(Cc2ccccc2)CC1,2,1.1,1,1,1,-4,-2,-1,1,1
Cc1ccc2c(c1)C1CN(C)CCC1N2C(=O)/C(C#N)=C/c1ccc2c(c1)OCO2 (stereo not given),-8,0.97,1.1,1,0.9,1,-2,-4,1,1
CC(=O)c1ccc(OC(NC(=O)Cc2ccccc2)C(Cl)(Cl)Cl)cc1 (stereo not given),8,1.5,1,0.9,1,-2,-12,-4,1,1
C=CCn1c(O)c(C(CC)=Nc2ccccc2NC(C)=O)c(=O)[nH]c1=O,37,0.95,0.8,1,1,-5,-14,-6,1.1,1
COc1cc(CC2C(=O)N(C)C(=O)N(C)C2=O)ccc1OCc1ccccc1,10,1.8,1,1,1,-2,-8,9,0.9,1
O=C(c1cc(-c2cccnc2)nc2ccccc12)N1CCC2(CC1)OCCO2,-1,0.7,1,0.9,0.9,-5,-16,-4,1,1

# Structures from the list above containing a Cl atom, in the order listed:
SMILES,APP 5'UTR act,NF-kB neuron act,bIAP activator,PMI activator,PMI act satM6P,TNAP inh hiacc,TNAP inh no acc,FLuc inh counter,FLuc act counter,TNAP act hi DEA
CCCCn1c(=O)c(C=Nc2cccnc2Cl)c(O)n(CCCCl)c1=O,1,1.1,0.9,1.2,1,3,1,-1,1,1
Oc1c(Cl)cc(Cl)cc1CN1CCN(Cc2ccccc2)CC1,2,1.1,1,1,1,-4,-2,-1,1,1
CC(=O)c1ccc(OC(NC(=O)Cc2ccccc2)C(Cl)(Cl)Cl)cc1 (stereo not given),8,1.5,1,0.9,1,-2,-12,-4,1,1

# Later entries:
SMILES,APP 5'UTR act,NF-kB neuron act,bIAP activator,PMI activator,PMI act satM6P,TNAP inh hiacc,TNAP inh no acc,FLuc inh counter,FLuc act counter,TNAP act hi DEA
O=C1CC(=O)N(c2ccc(Cl)cc2Cl)C(=O)N1,-10,1.3,0.8,1,1.1,-8,-18,-8,1.1,1.1
COc1ccccc1N(CC(=O)NC1CCCC1)C(=O)c1cnn(C(C)C)c1,-9,1.3,0.9,1,1,-2,-9,-8,1.1,1
O=C1NC(=O)N(Cc2ccccc2)C(=O)/C1=C/c1cnc(-c2ccccc2)nc1,9,1.3,0.9,1.2,1.3,-6,-11,-10,1.1,1.1
CCOC(=O)C(O)(c1ccc(N=Cc2ccccc2O)c(C)c1)C(F)(F)F (stereo not given),16,1.4,1.2,1,0.9,-4,-6,-5,1,1
O=C(c1cccc(C(F)(F)F)c1)C1CCCN(Cc2ccccc2O)C1 (stereo not given),25,1,0.8,0.9,0.9,-4,-7,-8,1.1,1
COc1ccc2nc(/N=C/c3c(O)n(-c4cccc(Cl)c4)c(=O)[nH]c3=O)sc2c1,-2,1.2,1.1,1.3,1.6,6,-27,15,0.9,0.9
O=c1c2ccccc2nc(-c2ccccc2)n1-n1cccc1,6,1.2,0.9,1.1,1,-6,-14,-6,1.1,1.1
O=c1[nH]c(=O)n(Cc2ccco2)c(O)c1C=NCCCn1ccnc1,-17,1.6,0.9,1,1,-2,-6,-7,1.1,1
Cn1c(O)c(C=NC2CCCCCC2)c(=O)[nH]c1=S,-11,1.4,1,0.9,1,-1,-3,-1,1,1
CC(=O)c1cn(CCCOc2ccccc2)c2ccccc12,-22,0.96,1,.,.,-3,-2,0,1,1
CC(C(=O)O)N(C(=O)c1ccccc1)c1ccc(F)c(Cl)c1 (stereo not given),-3,1,1,1.1,1.1,0,2,-6,1.1,1
Cc1ccc(CN2CCN(Cc3ccccc3)CC2)cc1,-5,1.1,1.1,0.9,1,-6,-12,-6,1.1,1.1
O=C1NC(=O)N(Cc2ccc(F)cc2)C(=O)/C1=C/c1cccs1,-5,1.2,0.8,1.1,1.2,2,0,0,1,1
CCOP(=O)(OCC)C(NC(=O)Cc1ccccc1)C(Cl)(Cl)Cl (stereo not given),-3,1.1,1,1.1,1,-4,-11,-4,1,1
COc1ccc(Br)cc1CN1CCN(C(=O)Cc2ccccc2)CC1,19,1.1,0.9,0.9,0.9,1,-3,-2,1,1
CCCC[N+]1(C)[C@@H]2CC(OC(=O)[C@H](CO)c3ccccc3)C[C@H]1[C@@H]1O[C@@H]12 (stereo not given in full),11,.,1,1,1.1,-6,-10,-4,1,1.1
CCCCCCn1c(O)c(C=NCCN2CCOCC2)c(=O)[nH]c1=O,9,1.3,1.1,1,1,3,-3,-3,1,1
CCN(CC)CCOC(=O)C(O)(c1ccccc1)c1ccccc1,-13,1.6,0.9,1.2,1,1,-5,1,1,1
Cc1cc(=O)n(-c2ccccc2)n1-c1ccccc1,-4,1,1.1,0.9,1,-2,-10,-7,1.1,1
COc1ccc(CN2CCN(C(=O)COc3cccc(C)c3)CC2)c(OC)c1,21,0.89,1,0.7,0.8,1,-5,-3,1,1
CN1CCN(c2ccc([N+](=O)[O-])c(NCc3ccco3)c2)CC1,9,0.96,1.5,1,0.8,12,13,-7,1.1,0.9
C[C@H]1CCC[C@H](O)CCCCCc2cc(O)cc(O)c2C(=O)O1,0,1.1,0.9,1,1,-6,-16,-7,1.1,1.1
O=C(O)C(O)(c1ccccc1)C1CCCC1 (stereo not given),11,0.91,1,1,0.9,-1,-12,-2,1,1
Cn1c(=O)cc(SCC(=O)N2CCC3(CC2)OCCO3)c2ccc(Cl)cc21,-1,1.2,0.9,1,1,2,3,-2,1,1
O=C(CN1CC=C(c2ccccc2)CC1)NC(=O)NC1CCCCC1,-12,0.91,1.1,0.9,0.9,-5,-8,-7,1.1,1

# 3 entries from above, with two lines to a compound.
# Fields: APP 5'UTR act | NF-kB neuron act | bIAP activator | PMI activator | PMI act satM6P | TNAP inh hiacc | TNAP inh no acc | FLuc inh counter | FLuc act counter | TNAP act hi DEA
Cc1cc(=O)n(-c2ccccc2)n1-c1ccccc1
 : -4 | 1 | 1.1 | 0.9 | 1 | -2 | -10 | -7 | 1.1 | 1
COc1ccc(CN2CCN(C(=O)COc3cccc(C)c3)CC2)c(OC)c1
 : 21 | 0.89 | 1 | 0.7 | 0.8 | 1 | -5 | -3 | 1 | 1
CN1CCN(c2ccc([N+](=O)[O-])c(NCc3ccco3)c2)CC1
 : 9 | 0.96 | 1.5 | 1 | 0.8 | 12 | 13 | -7 | 1.1 | 0.9

# (list continues)
SMILES,APP 5'UTR act,NF-kB neuron act,bIAP activator,PMI activator,PMI act satM6P,TNAP inh hiacc,TNAP inh no acc,FLuc inh counter,FLuc act counter,TNAP act hi DEA
O=C(O)C1C2CCC(O2)C1C(=O)NC1CCCCC1 (stereo not given),13,0.92,1,1.1,1.1,-5,-10,-6,1.1,1
COc1ccc(C2CN(C)CC2C(=O)c2ccc(F)cc2)cc1Cl (stereo not given),3,1.1,1,0.9,1,-3,-5,-5,1.1,1
CC1CCCCN1CC(=O)c1ccc2cc[nH]c2c1 (stereo not given),7,1.1,1,0.9,1.1,-5,-13,-3,1,1
CCC(C)N1C(=O)/C(=C\c2cnc(N(C)C)nc2)C(=O)NC1=S (stereo not given),-4,1.3,1,1.6,1.6,-3,-7,-10,1.1,1
CCOC(=O)C1=C(N)Oc2c(c(=O)oc3ccccc23)C12C(=O)N(C)c1ccccc12 (stereo not given),-29,1.1,1,1,0.8,-6,-13,-4,1,1.1
COCCCNC(=O)c1c(NC(=O)c2ccco2)n(Cc2ccccc2)c2nc3ccccc3nc12,1,0.86,1,0.8,0.9,-3,-1,-6,1.1,1
Nc1c(C(=O)NC2CCCC2)c2nc3ccccc3nc2n1CC1CCCO1 (stereo not given),-11,0.63,1.2,0.7,0.4,-6,-20,-2,1,1.1
COc1ccc(NC(=O)c2c(C)nn(Cc3ccccc3Cl)c2Cl)cc1Cl,20,1.6,1,0.9,1.1,2,-14,1,1,1
CCOC(=O)C(O)(c1cn(C)c2ccccc12)C(F)(F)F (stereo not given),0,1.1,0.9,1,1.1,-3,-13,-6,1.1,1
Cc1ccc(-n2c(/C=C/c3ccc4c(c3)OCO4)nc3ccccc3c2=O)cc1,-20,0.56,1,0.9,0.8,-5,-5,-8,1.1,1.1
COc1ccc(C(=O)C(Cc2ccccc2)N(C)C)cc1 (stereo not given),7,1.1,1,1,1.3,0,-12,-2,1,1
O=C(Cc1ccccc1)OCCN1CCOCC1,12,0.99,1,1.1,1.1,-3,-14,-7,1.1,1

# An excerpt. The share of hits here may be higher or lower than overall.
